Screening results: PubChem BioAssay, several laboratories
HTR2A ag: mouse Htr2a agonists via beta-arrestin recruitment, primary screen, cell-based, luminescence | CHO-K1 mHTR2A beta-arrestin complementation; percent of 30 µM serotonin response | actives 0.66% (n = 360,000) | activation, % at 7.6 µM | 5-hydroxytryptamine receptor 2A (Mus musculus), P35363;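 active means activation above a run cutoff, the mean activation of all tested compounds plus 3 SD, cut at about 14% in these data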;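 further: 0% = plate median of compound wells and 100% = 30 µM serotonin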
Target sequence (P35363 whole entry, looked up): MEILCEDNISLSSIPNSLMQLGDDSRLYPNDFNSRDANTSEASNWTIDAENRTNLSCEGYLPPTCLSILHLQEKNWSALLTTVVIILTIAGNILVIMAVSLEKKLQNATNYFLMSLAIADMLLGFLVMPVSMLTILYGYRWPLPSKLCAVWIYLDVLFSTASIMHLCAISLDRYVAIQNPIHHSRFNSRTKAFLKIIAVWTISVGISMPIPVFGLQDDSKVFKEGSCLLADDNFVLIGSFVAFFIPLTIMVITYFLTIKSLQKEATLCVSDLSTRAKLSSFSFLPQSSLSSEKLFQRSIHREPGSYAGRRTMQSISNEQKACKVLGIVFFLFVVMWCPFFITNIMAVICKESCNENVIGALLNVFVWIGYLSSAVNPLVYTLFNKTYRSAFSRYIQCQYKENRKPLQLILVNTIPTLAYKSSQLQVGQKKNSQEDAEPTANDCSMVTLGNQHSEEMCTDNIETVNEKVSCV
PDI turbidity: inhibitors of human PDI, primary screen, biochemical, turbidity, single point, plate reader; Protein disulfide-isomerase (Homo sapiens), P07237; inhibition, % at 10 µM; actives 0.052% (n = 350,000); PDI insulin aggregation turbidity, A650, 90 min;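 active means mean inhibition across replicates of 30% or more, whatever share of single replicates reach that level; inconclusive means mean inhibition below 30% while every single replicate reaches 30%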;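 further: absorbance from insulin aggregation driven by PDI reduction with DTT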
Target sequence (P07237 whole entry, looked up): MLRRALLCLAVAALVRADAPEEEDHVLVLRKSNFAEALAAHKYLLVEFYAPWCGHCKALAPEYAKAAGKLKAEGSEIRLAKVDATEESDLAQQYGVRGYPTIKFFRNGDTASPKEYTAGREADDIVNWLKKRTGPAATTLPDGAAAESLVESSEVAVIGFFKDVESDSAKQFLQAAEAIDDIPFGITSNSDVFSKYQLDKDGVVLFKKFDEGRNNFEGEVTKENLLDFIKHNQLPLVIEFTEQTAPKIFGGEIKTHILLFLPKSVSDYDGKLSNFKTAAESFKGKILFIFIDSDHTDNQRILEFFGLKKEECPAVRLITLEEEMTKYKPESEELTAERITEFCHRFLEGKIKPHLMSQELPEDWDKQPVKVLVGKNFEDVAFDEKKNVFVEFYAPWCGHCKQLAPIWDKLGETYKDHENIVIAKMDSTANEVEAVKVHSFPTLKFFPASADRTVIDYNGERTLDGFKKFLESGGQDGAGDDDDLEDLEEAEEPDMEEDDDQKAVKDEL
N-glyco inh: increase of ERlucT glycosylation luciferase signal, primary screen, N-linked glycosylation inhibitor project, D54 ERlucT cells, luminescence, set 2; D54 ERlucT glycosylation luciferase reporter, 24 h; percent of 100 nM tunicamycin response; reporter increase, % at 12.5 µM; actives 0.23% (n = 360,000);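 active means mean luciferase reporter signal, scaled so untreated is 0 and the glycosylation-blocking control 100, at or above a set limit in every replicate; inconclusive means mean reaches the limit but not every replicate does; inactive means mean below the limit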;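 further: luciferase carries N-glycosylation sites so blocking glycosylation raises the light; 0% = median of neutral control wells and 100% = median of 100 nM tunicamycin wells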
H9c2 protect: cardioprotection against H2O2-induced cell death, primary screen, uHTS, H9c2 cells, ATPLite luminescence | H9c2 cardiomyocytes, H2O2 injury protection, 2 h | actives 0.63% (n = 360,000) | protection from H2O2 cell death, % at 20 µM;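 active means compounds giving at least 50% protection of heart cells from peroxide-induced death in the single-dose screen, raw or plate-pattern-corrected value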;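 further: 0% = DMSO wells with peroxide and 100% = DMSO wells without peroxide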
CaV13 ICDI inh: Disruptors of the CACNA1D IQ motif to Ca2+-dependent inactivation inhibitor domain association, primary screening, Förster resonance energy transfer in intact living …. HEK cells, CFP/YFP FRET ICDI-IQ, plate reader, 10 min; percent FRET-ratio fall versus neutral wells. inhibition, % at 12.3 µM. actives 0.098% (n = 340,000). AID 743397;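 active means mean replicate inhibition of at least 30% and at least 1% of replicates passing that level; inconclusive means only one of the two criteria is met; inactive means neither criterion is met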;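 further: 0% = median of the neutral control wells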
aDG glyco up: activators of alpha-DG glycosylation, primary screen, uHTS, Pro5-aDG cells, AlphaScreen; alpha-DG glycosylation AlphaScreen (IIH6); 0% Pro5, 100% B10-LARGE cell signal; activation, % at 10 µM; actives 0.22% (n = 360,000);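 active means activation of at least 8% versus controls, or a plate z-score of at least 8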;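 further: Pro5 are CHO cells carrying HIG-tagged alpha-DG that lacks glycosylation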
Vif imaging: HIV Vif self-association inhibitors, primary screen, imaging, HEK293T, single point; actives 0.35% (n = 340,000); HEK293T cells, Vif self-association by quenched fluorescence, 24 h; inhibition, % at 7.49 µM; AID 602346, 2012; in the data active means inhibition above about 50%, passing the limit was not always enough; inconclusive means no clear call, values can overlap the other calls; inactive means below about 31%; further: some results filed as inactive read as strong as hits
MC4R barr agon: MC4R agonists recruiting beta-arrestin, primary screen, cell-based, luminescence, agonist arm of biased-ligand search; Melanocortin receptor 4 (Homo sapiens), P32245; U2OS MC4R beta-arrestin complementation; percent of melanotan II response, DMSO zero; activation, % at 8.9 µM; actives 0.98% (n = 360,000); AID 540308, 2011;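 active means activation above a per-plate cutoff, the mean activation of sample wells on that plate plus 3 SD, cut at about 8% in these data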
ABCB6 inh 2: ABCB6 transporter inhibitors, primary screen, K562-ABCB6 cells, flow cytometry, MLPCN library; ATP-binding cassette sub-family B member 6 (Homo sapiens), Q9NP58; K562-ABCB6 porphyrin accumulation, 1 h; stronger effect = lower value; fluorescence ratio to DMSO, % at 10 µM; actives 0.19% (n = 360,000); AID 602162, 2011;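 active means fluorescence ratio to DMSO below 75%, the collection mean minus 3 SD; inconclusive means too few cells collected in the well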;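 further: signal is porphyrin accumulated inside mitochondria; 100% equals median channel fluorescence of DMSO control wells; lower ratio means ABCB6 inhibition with less porphyrin fluorescence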
MC4R antagonist: MC4R antagonists of cAMP signaling, primary screen, cell-based, TR-FRET, antagonist arm of biased-ligand search | MC4R-expressing cells, MTII-stimulated cAMP, LANCE TR-FRET | Melanocortin receptor 4 (Homo sapiens), P32245 | actives 0.48% (n = 360,000) | AID 540295, 2011 | inhibition, % at 6.5 µM;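 active means inhibition above its plate's cutoff, the mean of tested wells on that plate plus 3 SD, cut at about 29% in these data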;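 further: 0% = Melanotan II alone and 100% = Melanotan II plus saturating MCL0020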
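system = U2OS cells with stable human MC4R expression | also added = Melanotan II challenge after compound preincubation | dosing = one concentration, 6.5 µM nominal | incubation = compound 30 min, challenge 1 h, detection 1 h | measured by = TR-FRET with Eu-cAMP and labeled anti-cAMP, 671 nm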
Starred values were filed as active, the others as inactive; u = inconclusive; x = no result given.

SMILES	HTR2A ag	PDI turbidity	N-glyco inh	H9c2 protect	CaV13 ICDI inh	aDG glyco up	Vif imaging	MC4R barr agon	ABCB6 inh 2	MC4R antagonist
O=C(Nc1cccnc1)Nc1cc(Cl)cc(Cl)c1	-7	9	-7	-28	-4	1.5	3	1.8	97	-1
CCN(CC)S(=O)(=O)c1ccc(OC)c(NC(=O)OCc2ccccc2)c1	-8	-6	-3	-10	-4	-0.1	24	0.0	95	10
O=C(COC(=O)c1ccco1)NCc1ccc2c(c1)OCO2	-4	3	0	2	5	0.0	-6	-0.3	101	13
CS(=O)(=O)N(C(=O)NC(=O)NC1CCS(=O)(=O)C1)C1CCCCC1 (centres undefined)	0	-3	2	6	-11	-0.1	18	0.0	99	8
COc1ccccc1CNC(=O)[C@H](CCSC)NC(=O)[C@@H]1Cc2ccccc2CN1	-1	x	-3	-1	x	-0.1	u	-0.7	98	15
CCCCNC(=O)CC1SC(=NCC)N(CC)C1=O (centres undefined)	8	-4	-1	13	-2	-0.1	x	-0.7	115	5
COc1cc2c(cc1OC)CN(C(=O)CSC1=NCCS1)CC2	0	-8	-3	-9	-9	0.0	x	-0.3	86	3
Cc1ccccc1C(=O)c1cccn1CC(=O)O	-5	6	1	-3	-5	0.1	17	-0.4	109	-3
COc1cccc(-c2c(-c3cc(OC)cc(OC)c3)n(C)c3ccc(-c4ccc5cc[nH]c5c4)cc23)c1	-1	0	-4	-3	-11	2.5	-9	0.9	95	2
CC12CCC(C(=O)N(NC(=O)c3ccccc3O)C1=O)C2(C)C (centres undefined)	-1	1	-4	27	-4	0.3	-6	-2.9	105	-5
C=CCOc1ccc(Cl)cc1C(=O)O	3	-20	1	-4	-2	-0.2	12	2.8	101	5
CCc1noc2c1/C(=N\O)CC(c1ccccc1)C2 (centres undefined)	-1	4	-2	-14	1	0.0	-4	1.9	100	1
O=C(CCS(=O)(=O)c1ccc(Cl)cc1)N1CCN(c2ccccc2F)CC1	-4	1	-1	-1	-5	0.2	-4	-3.0	98	-2
CCN1CCN(c2nc(-c3cccs3)nc3ccccc23)CC1	-12	-2	-2	26	-5	-0.2	2	-3.7	99	5
Nc1nc(-n2cnnc2)nn1-c1ccccc1	1	-6	0	-3	x	-0.1	-7	-0.9	103	1
CCn1c(NCc2ccccc2Cl)nc2ccccc21	-5	1	0	-2	x	0.3	30	0.1	105	-2
CCn1c(SCC(=O)Nc2nc(C)c(C)s2)nnc1-c1ccco1	6	2	1	-1	-9	-0.2	9	-0.1	101	-5
C=C1CC2(OC1=O)c1ccccc1CCc1ccccc12	-1	11	-23	-21	-15	-0.3	12	-2.2	97	32*
CC(=O)c1ccc(N2C(=NC(=O)COc3ccccc3)SC3CS(=O)(=O)CC32)cc1 (centres undefined)	-2	-1	-2	-3	-7	-0.1	-3	2.7	97	10
CC(=O)CSc1nnc(C(F)(F)F)n1C	-6	0	1	-2	-5	-0.2	-1	-2.8	99	7
CC(C)C(=O)N1CC(=O)Nc2ccc(F)cc2C1c1ccc(F)cc1 (centres undefined)	-6	-3	3	-1	-12	0.0	-6	-2.1	91	1
CCOC(=O)N1CCN(C(=O)/C(=C\c2cccs2)NC(=O)c2cccs2)CC1	0	-11	0	4	-4	0.2	8	-1.7	100	9
COc1cc2sc3cc(NCC[C@@H]4CCCN4C)ccc3c(=O)c2cc1OC	-5	9	18	11	36*	0.0	4	1.9	93	-12
Cc1noc(C(=O)Nc2cccnc2Cl)c1Cl	5	2	1	-3	-17	-0.1	-8	-1.4	99	10
CC(=O)NC(CC(=O)NC1CCCCC1)c1ccccc1 (centres undefined)	4	-5	-1	2	-3	0.0	2	-1.6	98	5
COc1ccc(OC)c(NC(=O)CCCNC(=O)c2ccc(Cl)cc2)c1	-5	9	3	1	-18	-0.1	-10	0.6	100	15
CSc1ccccc1NC(=S)Nc1cccc(C(F)(F)F)c1	2	-2	2	-11	x	-0.2	-2	-2.3	102	-3
CC(C)(C)c1ccc(CN(Cc2ccco2)Cc2nnnn2C2CCCC2)cc1	-1	-6	-3	-27	x	0.9	-10	-0.8	97	11
CCCCCC[N+](C)(C)CCSSCC[N+](C)(C)CCCCCC	2	-7	0	5	-4	0.1	-6	0.2	97	-6
Nc1cc(C(F)(F)F)ccc1N1CCOCC1	0	-1	-1	5	0	0.0	-2	-3.0	94	-5
Cc1cc(OCC(=O)NCc2cccnc2)c2c(C)c(C)c(=O)oc2c1	4	5	3	2	-13	0.1	1	-2.3	97	4
COC(=O)c1ccc(CSc2nc(C(F)F)cc(C)c2C#N)o1	-2	3	-1	-5	-5	0.3	-1	-0.6	102	-3
O=C(Cn1c(C(F)(F)F)nc2ccccc21)c1ccc(Cl)cc1	-5	4	-7	-10	-9	0.4	6	-2.5	102	12
CCOC(=O)c1c(C)[nH]c(C)c1C(=O)CSc1nc2ccccc2c(=O)n1-c1ccc(F)cc1	-3	2	8	33	4	-0.2	-5	-1.3	91	-17
CC(NC(=O)Nc1ccc(F)cc1)c1ccc2c(c1)OCO2 (centres undefined)	-3	8	-1	5	-3	0.1	-7	-2.1	97	-4
Cc1ncsc1CCOC(=O)c1ccc([N+](=O)[O-])cc1	0	5	1	-3	-3	0.2	-1	-1.8	108	0
CCC(=O)c1ccc(OCC(O)CN(CCc2ccccc2)Cc2ccccc2)cc1 (centres undefined)	-5	0	-6	-18	x	0.9	-2	-1.7	95	6
c1coc(-c2ccnc3nc(-n4cccc4)nn23)c1	1	-1	1	18	-5	-0.4	-8	-1.3	99	-2
CC(C)=CCc1c(O)ccc(C2COc3c(CC=C(C)C)c(O)cc(O)c3C2=O)c1O (centres undefined)	-9	x	-3	-8	x	-0.3	-24	1.7	96	15
O=C(Oc1cccc2c(O)cccc12)c1ccccc1Cl	0	-4	-1	-8	-6	-0.1	2	1.3	106	4

Record cards, from the list above.
Profile of CC(NC(=O)Nc1ccc(F)cc1)c1ccc2c(c1)OCO2 (centres undefined) : HTR2A ag = -3; PDI turbidity = 8; N-glyco inh = -1; H9c2 protect = 5; CaV13 ICDI inh = -3; aDG glyco up = 0.1; Vif imaging = -7; MC4R barr agon = -2.1; ABCB6 inh 2 = 97; MC4R antagonist = -4
Profile of Cc1noc(C(=O)Nc2cccnc2Cl)c1Cl : HTR2A ag = 5; PDI turbidity = 2; N-glyco inh = 1; H9c2 protect = -3; CaV13 ICDI inh = -17; aDG glyco up = -0.1; Vif imaging = -8; MC4R barr agon = -1.4; ABCB6 inh 2 = 99; MC4R antagonist = 10

Remaining list, next part
SMILES	HTR2A ag	PDI turbidity	N-glyco inh	H9c2 protect	CaV13 ICDI inh	aDG glyco up	Vif imaging	MC4R barr agon	ABCB6 inh 2	MC4R antagonist
Cc1c(C(=O)OCC(=O)NCCN2C(=O)CSC2=O)oc2c1ccc1ccccc12	-1	-2	1	6	-12	0.6	-1	0.0	97	10
NC(=O)c1ccsc1NC(=O)CSc1n[nH]c(N)n1	-5	-6	-1	6	-19	-0.3	21	2.2	100	3
CCCS(=O)(=O)NC(=O)C1(C)CCCN(C(=O)c2cc(OC)c(OC)c(OC)c2)C1 (centres undefined)	-2	2	1	-2	-7	0.0	8	-1.6	92	16
CC(=O)Nc1nc(C(F)(F)F)cs1	1	2	-1	-6	-5	-0.4	-3	-2.2	97	4
COc1ccc(C(=O)CC(=O)C(=O)Nc2ccc(C)c(Cl)c2)cc1	5	14	3	17	-20	-0.1	2	0.6	101	3
CC1(C(=O)NS(=O)(=O)c2ccc(Cl)s2)CCN1C(=O)Cc1ccccc1Cl (centres undefined)	6	-12	1	0	-11	-0.4	-1	2.5	99	14
CC(C)C(C)(C#N)NC(=O)CSc1nnc(-c2ccncc2)n1Cc1ccccc1 (centres undefined)	4	-1	-1	3	-4	0.1	11	-2.1	99	0
N#Cc1c(NC(=S)NC(=O)c2ccccc2)sc2c1CCCC2	-1	3	5	-4	-5	-0.1	1	0.8	101	5
Nc1ccccc1S(=O)(=O)C(F)F	-6	-3	1	-2	-14	0.1	-8	0.3	102	13
CCC(C)c1ccccc1NC(=O)COC(=O)c1ccc(C)c(NC(=O)c2ccco2)c1 (centres undefined)	2	5	1	1	-4	-0.2	-5	-2.9	90	4
CC(C)c1ccc(OCCCCN2CCCCC2)cc1	-11	7	0	-5	-19	1.3	3	-0.1	91	-3
O=C(Cc1cccs1)N1CCCC(c2nc3c(nnn3Cc3cccc(Cl)c3)c(=O)[nH]2)C1 (centres undefined)	-3	1	7	5	-8	0.2	-6	1.0	107	-47
COc1ccc(Cc2nnc(SCc3nc4ccccc4c(=O)[nH]3)n2C)cc1	3	-3	-2	11	x	-0.1	x	2.1	98	20
CC(C)CN(C(=O)c1cccc(S(=O)(=O)N2CCCCC2)c1)C1CCS(=O)(=O)C1 (centres undefined)	3	-5	0	2	-15	-0.3	10	0.1	104	20
O=C(C1CCCO1)N1N=C(c2ccc(Br)cc2)CC1c1ccco1 (centres undefined)	1	1	0	0	-5	0.4	-2	0.2	93	-1
CCOC(=O)c1cc2c(=O)n3ccccc3nc2n(C)c1=NC(=O)c1c(-c2c(F)cccc2Cl)noc1C	-2	0	1	6	-6	0.1	x	0.5	99	7
COc1ccc(OC)c(NC(=O)c2cc(-c3ccc(C)cc3O)n[nH]2)c1	0	-1	1	2	-6	0.0	13	0.8	98	2
C=C(C)COc1ccc(-c2nc(N)nc(C)c2-c2ccc(OC)cc2)c(O)c1	18*	-4	-2	-9	-4	0.2	-24	0.9	99	13
CC(C)CNC(=O)c1ccc(C2SCC(=O)N2Cc2ccccc2)cc1 (centres undefined)	4	-2	-2	1	-6	-0.1	-19	-0.7	100	16
COC(=O)NC1CSCC1OC(=O)CCN1C(=O)c2ccccc2C1=O (centres undefined)	2	-3	-1	6	x	-0.3	16	-1.8	87	6
CCCNC(=O)C1CCN(S(=O)(=O)c2ccc3nc4c(c(C(=O)O)c3c2)CCCCC4)CC1	2	-5	1	2	-7	-0.1	9	-0.3	102	9
CCOC(=O)c1c(C)[nH]c(C)c1C(=O)COC(=O)[C@@H](NC(=O)c1ccccc1OCC)C(C)C	-4	2	0	9	-3	0.2	-12	1.7	101	14
